Bioassay records deposited in PubChem BioAssay by National Center for Advancing Translational Sciences (NCATS).
Tb PGK inh – blocks T. brucei phosphoglycerate kinase. P07378. PGK/GAPDH coupled, Kinase-Glo luminescence, 60 min. Potency, µM (series often up to 57.5 µM), for the others: at the top dose activity change, negative = inhibition, actives largely listed as inhibitors. 380,000 compounds, 0.043% hits. AID 602233; also: % is scaled to controls: 0 for no effect and ±100 for the full control effect; nearly all actives have a fitted effect of over 60% in size
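Recombinant glycosomal PGK reaction used 1,3-bisphosphoglycerate generated in-well by GAPDH (100nM final) in 100mM TEA pH 7.6, 5mM MgCl2, 0.01% Tween-20. After 60 minutes at room temperature, ATP was read by Kinase-Glo Plus luminescence end-point.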
Pol iota inh – DNA polymerase iota (human) inhibition; Q9UNA4; Pol iota fluorescent replication assay, 10 min; Potency, µM (highest dose often 115 µM), without a hit: top-dose activity, negative = inhibition, usual class: inhibitors; 390,000 compounds, 1% hits
Target sequence (Q9UNA4 whole entry, looked up): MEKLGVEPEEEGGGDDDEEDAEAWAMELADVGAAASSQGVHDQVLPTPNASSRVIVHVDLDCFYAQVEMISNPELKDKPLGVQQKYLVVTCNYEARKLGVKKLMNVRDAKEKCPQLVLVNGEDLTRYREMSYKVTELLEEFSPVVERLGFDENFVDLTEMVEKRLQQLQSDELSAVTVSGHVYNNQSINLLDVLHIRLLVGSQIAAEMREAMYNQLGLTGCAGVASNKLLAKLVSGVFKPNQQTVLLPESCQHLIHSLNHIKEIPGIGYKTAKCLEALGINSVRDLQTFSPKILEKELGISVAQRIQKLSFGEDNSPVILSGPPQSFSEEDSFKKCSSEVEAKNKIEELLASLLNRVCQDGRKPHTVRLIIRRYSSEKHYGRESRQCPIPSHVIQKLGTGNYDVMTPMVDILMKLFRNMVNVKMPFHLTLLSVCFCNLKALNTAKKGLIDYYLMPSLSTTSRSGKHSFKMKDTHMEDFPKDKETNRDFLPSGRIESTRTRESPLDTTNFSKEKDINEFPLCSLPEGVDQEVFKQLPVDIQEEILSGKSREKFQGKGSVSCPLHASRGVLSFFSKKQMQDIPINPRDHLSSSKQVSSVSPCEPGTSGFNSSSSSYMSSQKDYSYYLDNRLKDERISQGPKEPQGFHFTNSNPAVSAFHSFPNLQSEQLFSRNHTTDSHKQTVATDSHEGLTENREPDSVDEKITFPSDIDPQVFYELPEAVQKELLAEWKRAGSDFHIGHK
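Pol iota at 10 nM preincubated 15 min with compounds at room temperature; reaction started with fluorescent substrate, 50 nM final. Fluorescence read kinetically at 0 and 10 min; buffer-only wells as negative control.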
Pin1 inh – human Pin1 inhibition | Q13526 | Pin1 FP peptide displacement, HiFluor488, 10 min | Potency, µM (top dose mostly 115 µM), without a hit: at the highest dose activity, negative = inhibition, most hits filed as inhibitors | 390,000 compounds, 0.009% hits | AID 504891; active = well fitted inhibition curve with a large enough effect in the polarisation, with a control signal flat, not every such curve was filed as active; inconclusive = small, poorly fitted or top-dose-only effect, or effect the other way, or a change in a side signal; inactive = no such curve, though single readings can be large or run the other way; the % refers to the polarisation; also: % is scaled to controls: 0 for no effect and ±100 for the full control effect
G9a inh – blocks human histone lysine methyltransferase G9a | Q96KQ7 | G9a H3K9 monomethylation, AlphaScreen, 2 h | Potency, µM (top dose mostly 102 µM), for inactives: top-dose activity, negative = inhibition, hits mostly inhibitors | 350,000 compounds, 8.8% hits | AID 504332; also: % is scaled to controls: 0 for no effect and ±100 for the full control effect; nearly all actives have a fitted effect of over 75% in size
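Signal arises when biotinylated H3K9 peptide, once monomethylated, bridges streptavidin donor and antibody-captured acceptor beads. Enzyme at 20 nM was preincubated 15 min with test compounds; peptide 500 nM and SAM 20 uM then reacted for 2 h.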
HP1b chromo inh – inhibitors of HP1-beta chromodomain binding to methylated histone tails; 390,000 compounds, 0.56% hits; Potency, µM (titrated, usually from 114 µM), inactives show at the highest dose activity change, negative = inhibition, hits mostly inhibitors; AlphaScreen HP1-beta / biotin-H3K9me3 peptide binding; also: nearly all actives have a fitted effect of over 70% in size; inactives centre near 23
Target sequence (P83916 whole entry, looked up): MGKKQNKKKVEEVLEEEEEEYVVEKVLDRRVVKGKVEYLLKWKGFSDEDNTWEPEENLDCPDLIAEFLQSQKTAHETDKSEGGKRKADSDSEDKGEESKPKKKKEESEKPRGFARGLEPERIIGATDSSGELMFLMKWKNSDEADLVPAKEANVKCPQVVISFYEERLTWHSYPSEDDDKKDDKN
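Compound inhibition of the preformed complex between 50 nM HP1-beta and 50 nM biotinylated H3K9me3 peptide was read by AlphaScreen. Buffer was PBS pH 7.4 with 0.01% Tween-20. Incubations ran 30 min at room temperature, with 10 ug/mL donor/acceptor beads.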
GLS inh – inhibitors of human glutaminase (GLS) | O94925 | GLS enzymatic activity, qHTS titration | Potency, µM (titrated, usually from 45.5 µM), inactives show at the top dose activity change, negative = inhibition, usual class: inhibitors | 410,000 compounds, 0.21% hits | AID 624170; also: % is scaled to controls: 0 for no effect and ±100 for the full control effect
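Glutamate formation by hKGA was monitored fluorometrically using coupled glutamate oxidase, HRP and Amplex Red. Substrate was added as 1 mM L-glutamine solution; incubation was 30 min at RT after an initial read.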
JMJD2A Tudor – inhibitors of human JMJD2A Tudor domain; O75164; AlphaScreen JMJD2A-Tudor / H3K4me3 peptide binding; Potency, µM (highest dose often 114 µM), inactives show at the top dose activity change, negative = inhibition, most hits filed as inhibitors; 390,000 compounds, 4.4% hits; AID 504339; also: % is scaled to controls: 0 for no effect and ±100 for the full control effect; nearly all actives have a fitted effect of over 50% in size
BAZ2B inh – BAZ2B (human) inhibition; AID 504333; Potency, µM (series often up to 114 µM), for the others: at the highest dose activity change, negative = inhibition, actives largely listed as inhibitors; 360,000 compounds, 4.4% hits; AlphaScreen BAZ2B-H3K14Ac peptide displacement; Q9UIF8; also: % is scaled to controls: 0 for no effect and ±100 for the full control effect; nearly all actives have a fitted effect of over 60% in size
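AlphaScreen displacement: compounds (up to 110uM) incubated 30 min at room temperature with a preformed 50 nM BAZ2B/50 nM biotinylated H3K14Ac peptide complex in PBS pH 7.4 with Tween-20. Donor and acceptor beads at 10 ug/mL final added, 20 min light-protected before reading.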
BLM helicase inh – blocks DNA unwinding by human BLM helicase; P54132; recombinant BLM DNA unwinding, fluorescence dequenching; Potency, µM (series often up to 56.1 µM), without a hit: at the highest dose activity change, negative = inhibition, hits mostly inhibitors; 350,000 compounds, 0.2% hits;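 also: plate controls were vehicle for no effect and no enzyme for full effect; nearly all actives have a fitted effect of over 35% in size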
Starred values were filed as active, the others as inactive; i = inactive; ? = inconclusive; . = no result given; & = joins results of further samples; ! = repeats disagree; [ ] = another dose, or the depositor's remark. Unless noted, calls follow the shape of the dose curve; as a rule, active = well fitted curve in the direction sought with a large enough effect; inconclusive = small, poorly fitted or top-dose-only effect, or another doubt; inactive = no such curve, though single readings can be large; an effect the other way counts as inactive or inconclusive. Potency is read from the fitted curve at half-maximal effect. A portion of the library. The share of hits here may be higher or lower than overall.

1	Cc1c(Br)c(=O)oc2c(Br)c(O)c(O)cc12
2	NCCCNCCCCNCCCN
3	O=C(OCC(=O)N1CCc2ccccc21)c1ccc[nH]c1=O
4	Cc1cccc(Nc2nc(N)nc(N)c2S(=O)(=O)c2ccccc2)c1
5	CCn1c(N)nc2c1c(=O)n(C)c(=O)n2C
6	COc1cccc(/C=C(\C#N)c2nc3ccccc3c(=O)[nH]2)c1OC
screen / no.	1	2	3	4	5	6
Tb PGK inh	?	0%	-5%	-6%	-4%	3%
Pol iota inh	13µM*	-19%	126%[activator]	12%	31%[activator]	?
Pin1 inh	?	4%	-7%	-3%	4%	24%
G9a inh	28µM*	13µM*!	-16%	3%[59 µM]	-24%	5%[59 µM]
HP1b chromo inh	-11%	13%	0%	23%	16%	48%[activator]
GLS inh	16%	3%	0%	-15%	24%	-6%
JMJD2A Tudor	45µM*	-20%	14µM*	-30%	-23%	-19%
BAZ2B inh	?	.	-10%	-30%	-7%	0%
BLM helicase inh	7.9µM*	-3%&-1%	0%	-10%	-3%	-4%

7	Cc1ccc(C(=O)Cc2ccccc2)cc1
8	CCN1CCN(c2ccc(NC(=O)COc3ccc(Cl)cc3C)cc2)CC1
9	COc1ccc(N(CC(=O)NCc2ccccn2)S(=O)(=O)c2ccccc2[N+](=O)[O-])c(OC)c1
10	N#Cc1cc2c(nc1SC1CCCCC1O)CCCC2 (stereo unspecified)
11	CCCC[C@@H](CNC)NC[C@H](Cc1ccc(O)cc1)NCCc1ccc(OCC)cc1
12	Cc1cc2oc(=O)cc(CN3CCN(S(=O)(=O)c4cccs4)CC3)c2cc1C
screen / no.	7	8	9	10	11	12
Tb PGK inh	i	i	-9%	-4%	3%	4%
Pol iota inh	11%	15%	58%[activator]	4%	-11%	56%
Pin1 inh	-1%	3%	-6%	0%	-7%	0%
G9a inh	.	.	8%	35%	?	18%[59 µM]
HP1b chromo inh	101%[activator]	19%	41%[activator]	20%	22%	30%
GLS inh	6%	16%	13%	12%	19%	-1%
JMJD2A Tudor	51%[activator]	-28%	-7%	3%	?	4%
BAZ2B inh	.	.	-16%	1%[57.1 µM]	?	0%
BLM helicase inh	.	.	-1%	-5%	-9%	-4%

13	CC1CCCC(NC(=O)COC(=O)c2cccc(S(=O)(=O)N3CCCCC3)c2)C1C (stereo unspecified)
14	CCn1c(CSCc2ccc(C)cc2)nnc1SCC(=O)NCc1ccccc1
15	COc1cccc(C(=O)NCCS(=O)(=O)NCc2ccc(Cl)cc2)c1
16	CCC(=O)N1CCC2(CC1)Oc1ccc(Cl)cc1C(=O)C21CC(c2ccccc2)=NO1 (stereo unspecified)
17	Cc1ccc2c(c1)c(N=NC(N)=O)c(O)n2C
18	CC(C)C(=O)N1CCN(c2ccc([N+](=O)[O-])cc2Cl)CC1
screen / no.	13	14	15	16	17	18
Tb PGK inh	-9%	3%	-6%	-2%	-3%	-7%
Pol iota inh	39%	3%	16%	?	82%[activator]	25%
Pin1 inh	0%	4%	7%	2%	0%	-1%
G9a inh	23%[12.7 µM]	-3%[0.0925 µM]	?	-19%[59 µM]	-5%[12.7 µM]	10%[59 µM]
HP1b chromo inh	30%	11%	13%	12%	30%	22%
GLS inh	2%	14%	4%	5%	1%	4%
JMJD2A Tudor	-13%	-16%	-1%	-34%	-11%	-15%
BAZ2B inh	-2%	-2%	2%	-22%	-11%	-4%
BLM helicase inh	.	-8%	.	-6%	0%	-1%

19	O=C(CSc1n[nH]c(=O)[nH]c1=O)Nc1ccc(C(=O)O)cc1
20	CCc1noc(C)c1C(=O)OCC(=O)N(CC)c1c(N)n(Cc2ccccc2)c(=O)[nH]c1=O
21	COc1ccc(-n2nnnc2CNC(=O)C(=O)c2c[nH]c3ccccc23)cc1
22	CCN1CCN(C(c2ccccc2OC)c2nnnn2C2CCCCC2)CC1 (stereo unspecified)
23	Cc1ccc2c(c1)[C@H]1[C@H](CO2)[C@H](c2ccccc2)[C@]2(C)C(=O)N(Cc3ccc(F)cc3)CC(=O)N12
24	COc1cc(CNC(=O)c2ccc3oc(C(C)C)nc3c2)cc(OC)c1
screen / no.	19	20	21	22	23	24
Tb PGK inh	i	-4%	-1%	2%	i	7%
Pol iota inh	30%	2%	5%	-7%	-17%	21%
Pin1 inh	1%	2%	?	-3%	?	-2%
G9a inh	-14%[12.7 µM]	15%[2.33 µM]	-41%	?	.	15%
HP1b chromo inh	37%	31%	-14%	11%	3%	19%
GLS inh	3%	0%	-2%	6%	1%	3%
JMJD2A Tudor	-5%	-8%	-21%	-16%	?	-18%
BAZ2B inh	?	4%	-11%	?	.	-10%
BLM helicase inh	-7%	.	.	-1%	.	-1%

25	CC(Cc1ccccc1)NC(=O)c1ccc([N+](=O)[O-])cc1 (stereo unspecified)
26	O=C(COc1ccccc1)NCC1CCCO1 (stereo unspecified)
27	CCn1ncc(Cl)c1C(=O)Nc1cc([N+](=O)[O-])ccc1OC
28	CC(C(=O)Nc1ccncc1)(c1ccccc1)c1ccccc1
29	O=C(c1ccc(-c2cc(Cl)ccc2Cl)o1)N1CCOCC1
30	CCCCNc1cnn(-c2ccccc2)c(=O)c1Cl
screen / no.	25	26	27	28	29	30
Tb PGK inh	2%	-3%	1%	i	9%	5%
Pol iota inh	14%	16%	-2%	-6%	24%	116%[activator]
Pin1 inh	-4%	7%	2%	-3%	-6%	4%
G9a inh	-3%[59 µM]	11%[59 µM]	-8%	-3%	-3%	3%
HP1b chromo inh	13%	3%	14%	71%[activator]	6%	26%
GLS inh	26%	8%	-2%	1%	-8%	4%
JMJD2A Tudor	-7%	-13%	-2%	-1%	-9%	-11%
BAZ2B inh	-2%	-1%	6%	-15%	-25%	-14%
BLM helicase inh	3%	1%	4%	3%	0%	-3%

31	COC(=O)c1c(C)oc(C)c1S(=O)(=O)NC(c1ccccc1)c1ccccc1
32	CCCOc1ccc(C(O)(CCN2CCCCC2)c2ccccc2OC)cc1 (stereo unspecified)
33	CCOC(=O)C1(C)NC(c2ccccc2F)C2C(=O)N(CC)C(=O)C21 (stereo unspecified)
34	Cc1ccc(S(=O)(=O)N2CCN(C(=O)COC(=O)CSc3ccc(C)c(C)c3)CC2)c(C)c1
35	Cc1cccc(NC(=O)CN2CCN(C(=O)C3CCCO3)CC2)c1C (stereo unspecified)
36	C[C@H]1CN([C@@H](C)CO)C(=O)c2cccc(NS(=O)(=O)c3ccc(F)cc3)c2O[C@H]1CN(C)S(=O)(=O)c1cn(C)cn1
screen / no.	31	32	33	34	35	36
Tb PGK inh	-1%	4%	1%	0%	6%	5%
Pol iota inh	22%	-4%	138%[activator]	8%	-10%	-3%
Pin1 inh	2%	0%	9%	6%	2%	10%
G9a inh	34%	17%	0%	?	-6%[12.7 µM]	.
HP1b chromo inh	20%	20%	10%	36%	42%[activator]	45%
GLS inh	1%	4%	7%	-1%	-4%	-2%
JMJD2A Tudor	-22%	-15%	-4%	-3%	-10%	-6%
BAZ2B inh	-5%	-1%	-2%	5%	-1%	.
BLM helicase inh	-4%	0%	-2%	.	-4%	.

37	COc1cc(C(C(=O)NCc2ccccc2)N(Cc2ccco2)C(=O)c2cnccn2)cc(OC)c1OC (stereo unspecified)
38	O=C(COc1ccc([N+](=O)[O-])cc1)Nc1ccccc1C(=O)NC1CC1
39	O=C(Cn1ncc2c3ccccc3n(Cc3cccc(Cl)c3)c2c1=O)NCc1cccs1
40	COC(=O)C1=C(C(=O)OC)[C@@H]2N(C)c3ccccc3[C@@]23C[C@@H](C(=O)OC)N(C(C)=O)C3=N1
screen / no.	37	38	39	40
Tb PGK inh	-8%	6%	3%	-9%
Pol iota inh	29%	18%	?	6%
Pin1 inh	-4%	8%	?	-4%
G9a inh	19%	5%[0.501 µM]	4%[59 µM]	16%[59 µM]
HP1b chromo inh	35%	8%	16%	2%
GLS inh	1%	-2%	-5%	9%
JMJD2A Tudor	-6%	-10%	-26%	-25%
BAZ2B inh	-5%	7%	-23%	-23%
BLM helicase inh	-5%	.	-6%	-7%[12.4 µM]
